Screening data deposited in PubChem BioAssay by several laboratories.
V-ATPase pH = regulators of yeast V-ATPase proton transport; S. cerevisiae, pHLuorin cytosolic pH fluorescence; response, % at 10 µM; hit rate 0.37% among 350,000; AID 504577; in the data active = response mostly above about 7.3%, no sharp cut-off; inactive = mostly below about 5.4%; note: actives read high; inactives centre near 0; some compounds called inactive have numbers as strong as hits; reference of the scale not given here
MOR-DOR ag = OPRM1-OPRD1 heterodimerization agonism; P35372+P41143; cells, luminescence; activation, % at 9.3 µM; hit rate 0.3% among 340,000; in the data active = activation above about 18%;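 note: 0% = vehicle-treated cells and 100% = reference agonist; values of inactives mirror those of a sister screen read the other way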
HTR5A inv ctr = counter-screen for OPRM1-OPRD1 inverse agonists: human HTR5A inverse agonism | inhibition, % at 9.3 µM | P47898 | HTR5A cell line, luminescence | AID 504634 | hit rate 0.083% among 340,000; in the data active = inhibition mostly above about 23%, no sharp cut-off; inactive = mostly below about 18%;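 note: 0% = cells with DMSO and 100% = no-cell wells with DMSO; some compounds called inactive have numbers as strong as hits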
DSG3 Ab inh = human desmoglein-3 autoantibody binding inhibition | hit rate 0.48% among 310,000 | AID 588358 | DSG3-coupled beads, scFv-anti-DSG3-GFP binding, flow cytometry; active compounds read low | binding (percent of control), % at 10 µM;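 active = binding more than 3 SD below its plate's average and above zero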;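 note: hits lower antibody fragment binding to DSG3; some compounds called inactive have numbers as strong as hits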
DAGLB inhibitor = diacylglycerol lipase beta (human) inhibition; Q8NCG7; HEK293T DAGLB membrane lysate, EnzChek fluorogenic substrate; inhibition, % at 5.17 µM; hit rate 0.059% among 340,000; in the data active = inhibition above about 34%;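 note: 0% = enzyme with vehicle and 100% = wells lacking enzyme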
Target sequence (Q8NCG7 whole entry, looked up): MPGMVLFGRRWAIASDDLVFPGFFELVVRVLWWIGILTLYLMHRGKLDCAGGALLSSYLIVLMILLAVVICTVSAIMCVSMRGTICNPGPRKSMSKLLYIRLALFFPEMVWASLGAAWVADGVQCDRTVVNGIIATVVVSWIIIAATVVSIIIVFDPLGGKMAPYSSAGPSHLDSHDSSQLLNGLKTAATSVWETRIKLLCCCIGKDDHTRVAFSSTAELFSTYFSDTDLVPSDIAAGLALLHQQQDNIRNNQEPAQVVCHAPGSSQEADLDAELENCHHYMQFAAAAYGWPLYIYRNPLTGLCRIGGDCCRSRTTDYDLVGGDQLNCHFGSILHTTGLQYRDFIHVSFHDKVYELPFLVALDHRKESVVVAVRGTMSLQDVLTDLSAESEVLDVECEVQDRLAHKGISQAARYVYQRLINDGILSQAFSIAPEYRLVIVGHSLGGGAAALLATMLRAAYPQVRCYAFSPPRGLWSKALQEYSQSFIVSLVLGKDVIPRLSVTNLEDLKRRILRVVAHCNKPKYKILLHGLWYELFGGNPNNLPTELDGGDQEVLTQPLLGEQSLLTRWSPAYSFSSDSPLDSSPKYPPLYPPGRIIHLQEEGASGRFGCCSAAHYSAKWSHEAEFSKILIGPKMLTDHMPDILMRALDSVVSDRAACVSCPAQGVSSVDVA
Arrestin-AP2 inh = blocks beta-arrestin peptide binding to AP2 adaptin; FITC-arrestin peptide / GST-AP2 beads, flow cytometry; AP2 beta2 appendage carries R879A mutation; inhibition, % at 10 µM; AID 504490; hit rate 0.31% among 340,000;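 active = inhibition above a set limit, near 3 SD of compounds lacking own fluorescence, cut at about 54% in these data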;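 note: plate controls were DMSO wells for no effect and 5 µM unlabelled arrestin peptide for full effect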
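System: GST-AP2 R879A glutathione beads; medium: PBS, Tween 20 0.05%, BSA 0.1%; reagent: fluorescein-tagged arrestin peptide at 50 nM final; schedule: pre-incubation 12 min, peptide binding 1 h, room temperature; detection: flow cytometry, FL1 (488/535 nm); read-out: inhibition as reduced fluorescein signal on beads, percent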
HTR5A ag ctr = activates human HTR5A in OPRM1-OPRD1 agonist counter-screen. P47898. HTR5A agonist assay, luminescence, cell-based. activation, % at 9.3 µM. hit rate 0.61% among 340,000. AID 504692; in the data active = activation mostly above about 9.5%, no sharp cut-off; inactive = mostly below about 7.6%;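 note: 0% = cells with vehicle only and 100% = reference agonist; strong numbers were not always called active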
OPRM1-OPRD1 inv = mu-delta opioid heterodimer inverse agonism. cell-based MOR-DOR heterodimer luminescence. hit rate 0.21% among 340,000. P35372+P41143. inhibition, % at 9.3 µM. AID 504357; in the data active = inhibition above about 22%, passing the limit was not always enough;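 note: 0% = cells with DMSO and 100% = wells without cells with DMSO; values of inactives mirror those of a sister screen read the other way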
PKA-R1A activ = activates the PKA-R1A holoenzyme complex | activation, % at 11.4 µM | P00514+P68181 | hit rate 0.083% among 340,000 | PKA-R1A dissociation, Cy5-IP20 fluorescence polarization; scaled: DMSO 0%, 113 µM cGMP 100% | AID 504707;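 active = percent activation above the mean of all tested compounds plus 3 SD, cut at about 19% in these data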;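 note: higher means more PKAc released from R1A so a rise in polarization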
PKA-R2B activ = activators of human PKA-R2B complex. P22694+P31323. PKA-R2B holoenzyme dissociation, Cy5-IP20 fluorescence polarization; R2B truncated from residue 108, S112A mutant; 0% DMSO only, 100% 113 µM cGMP. activation, % at 11.4 µM. hit rate 0.079% among 340,000;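 active = activation above a cutoff set at the mean over all compounds plus 3 SD, cut at about 18% in these data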;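 note: higher means more holoenzyme dissociation and a rise in polarization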
Target sequence (P31323 whole entry, looked up, other chains not shown, the tested form may be a part): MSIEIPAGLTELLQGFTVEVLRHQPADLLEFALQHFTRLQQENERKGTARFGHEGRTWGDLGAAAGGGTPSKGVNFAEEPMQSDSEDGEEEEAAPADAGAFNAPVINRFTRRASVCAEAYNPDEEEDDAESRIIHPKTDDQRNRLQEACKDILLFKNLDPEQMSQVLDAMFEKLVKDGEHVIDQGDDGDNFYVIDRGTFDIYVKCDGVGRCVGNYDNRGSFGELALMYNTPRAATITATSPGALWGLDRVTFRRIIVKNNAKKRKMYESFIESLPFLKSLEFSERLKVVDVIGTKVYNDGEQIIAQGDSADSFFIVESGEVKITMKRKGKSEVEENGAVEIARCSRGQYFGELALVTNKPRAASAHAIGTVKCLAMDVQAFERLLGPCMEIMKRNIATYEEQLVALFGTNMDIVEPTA
Active calls of the source: *; x = no result given. Compounds as they come; overall some 2.4% were active at least once.

SMILES	V-ATPase pH	MOR-DOR ag	HTR5A inv ctr	DSG3 Ab inh	DAGLB inhibitor	Arrestin-AP2 inh	HTR5A ag ctr	OPRM1-OPRD1 inv	PKA-R1A activ	PKA-R2B activ
COC(=O)c1cc(=O)nc2sc(-c3ccccc3)nn12	-5	-1.7	-8	103	-3	10	-1	9	-8	5
CCOC(=O)N1CCN(C(=O)c2cc(C)no2)CC1	-2	-2.6	-33	96	2	4	12	13	-8	-17
O=[N+]([O-])c1ccc(-n2ccnc2)cc1	0	-1.4	-6	108	0	37	-1	7	-7	-2
O=C(Nc1ccc([N+](=O)[O-])cc1)Nc1ccc(OC(F)F)c(Cl)c1	4	8.0	3	x	-6	-5	5	-39	-8	-3
CCOC(=O)c1c(NC(=O)CSc2nnnn2-c2ccccc2)sc2c1CC(C)(C)NC2(C)C	3	-0.3	5	x	0	6	-1	2	-1	4
CC12CCC3c4ccc(O)cc4CCC3C1CC(O)C2O (configuration not stated)	2	1.1	-17	46*	-1	-6	4	-6	10	12
CC(C)Cc1ccc(CN2CCCC(NC(=O)c3nn(C)c(=O)c4ccccc34)C2)cc1 (configuration not stated)	3	-0.9	-17	112	-4	-1	4	3	6	-1
O=C1NC(=O)c2cc(Br)cc3cccc1c23	-1	0.2	-2	93	2	-35	1	-1	-7	-21
CCCCN1CC(Br)C(=O)NC1=O (configuration not stated)	1	-4.2	-16	x	1	-6	4	20	6	2
NC(=O)CSc1nnc(NC(=O)c2ccc(S(=O)(=O)N3CCOCC3)cc2)s1	1	-6.4	1	x	1	-1	2	21	-4	-7
CC1CCN(C(c2ccccc2)c2nnnn2C(C)(C)C)CC1 (configuration not stated)	5	-1.4	-7	103	-3	7	-1	6	-10	-1
CCN(C[C@H]1N[C@@](Cc2ccccc2)(C(=O)OC)[C@H]2C(=O)N(C)C(=O)[C@@H]12)C(C)=O	1	1.3	-9	99	1	9	3	-6	-4	0
Cc1occc1C(=O)NNC(=O)C1CC1	-2	-0.2	9	95	4	9	-3	1	-8	5
COc1ccc(-c2cc(=O)oc3c(C)c(O)c(CN(C)C)cc23)cc1	2	-1.5	-8	x	4	-12	6	8	-5	2
CCOc1ccc(Oc2ccc(S(=O)(=O)N3CCOCC3)cc2NC(=O)CCNC(C)=O)cc1	-6	-3.3	-4	93	1	4	5	16	-15	8

Some entries already given with just HTR5A ag ctr and MOR-DOR ag.
smiles	HTR5A ag ctr	MOR-DOR ag
CC12CCC3c4ccc(O)cc4CCC3C1CC(O)C2O (configuration not stated)	4	1.1
CC(C)Cc1ccc(CN2CCCC(NC(=O)c3nn(C)c(=O)c4ccccc34)C2)cc1 (configuration not stated)	4	-0.9

Back to the main list, repeating the seven entries before the break.
SMILES	V-ATPase pH	MOR-DOR ag	HTR5A inv ctr	DSG3 Ab inh	DAGLB inhibitor	Arrestin-AP2 inh	HTR5A ag ctr	OPRM1-OPRD1 inv	PKA-R1A activ	PKA-R2B activ
CCCCN1CC(Br)C(=O)NC1=O (configuration not stated)	1	-4.2	-16	x	1	-6	4	20	6	2
NC(=O)CSc1nnc(NC(=O)c2ccc(S(=O)(=O)N3CCOCC3)cc2)s1	1	-6.4	1	x	1	-1	2	21	-4	-7
CC1CCN(C(c2ccccc2)c2nnnn2C(C)(C)C)CC1 (configuration not stated)	5	-1.4	-7	103	-3	7	-1	6	-10	-1
CCN(C[C@H]1N[C@@](Cc2ccccc2)(C(=O)OC)[C@H]2C(=O)N(C)C(=O)[C@@H]12)C(C)=O	1	1.3	-9	99	1	9	3	-6	-4	0
Cc1occc1C(=O)NNC(=O)C1CC1	-2	-0.2	9	95	4	9	-3	1	-8	5
COc1ccc(-c2cc(=O)oc3c(C)c(O)c(CN(C)C)cc23)cc1	2	-1.5	-8	x	4	-12	6	8	-5	2
CCOc1ccc(Oc2ccc(S(=O)(=O)N3CCOCC3)cc2NC(=O)CCNC(C)=O)cc1	-6	-3.3	-4	93	1	4	5	16	-15	8
Cc1cccc2cc(CN(CC3CCCO3)S(=O)(=O)c3ccccc3)c(=O)[nH]c12 (configuration not stated)	-2	-0.8	-6	x	3	3	2	4	1	5
CCCN(CC(=O)Nc1ccccc1C)C(=O)COc1c(C)cccc1C	4	0.3	17	100	-2	-4	-7	-1	-11	-8
COc1ccc(OC(=O)c2cn(C)nc2C(F)(F)F)cc1	3	1.2	-14	102	-3	0	-1	-5	-4	-12
COc1cc(-c2c(NC(=O)c3ccco3)oc3ccccc3c2=O)cc(OC)c1OC	1	-2.8	-20	103	-3	17	4	15	-1	-7
CCn1cc(CCC(=O)NCc2cccc(OC)c2OC)c2ccccc21	2	-2.3	-38	98	-1	-2	10	12	0	-13
CC(C)(C)c1ccc(C(=O)CSc2nc3ccccc3c(=O)[nH]2)cc1	-1	0.0	10	97	1	7	-3	0	1	0
CCCCCCn1c(=O)n2n(c1=O)C[C@]1(OC(=O)Nc3c(C)noc3C)CN(S(=O)(=O)c3ccc(C)cc3)C[C@]1(O)C2	1	x	x	x	-1	x	x	x	9	5
Cc1ccc(S(=O)(=O)N(C)C)cc1NC(=O)CN1CCCC1	-3	0.1	-9	x	-1	3	3	-1	-9	3
CC(=C1SC(=S)NC1=O)c1ccccc1	0	-4.8	-1	96	6	-5	0	25	-1	-13
O=C(CCCC(=O)N1CCc2ccccc21)N1CCc2ccccc21	0	-2.1	-53	120	0	-1	0	12	5	-7
Cn1cc(-c2ccc(Cl)cc2)cc(C#N)c1=O	-2	-1.8	-5	101	3	10	2	10	-4	0
Cc1ccc(NC(=O)CN2C(=O)c3ccccc3S2(=O)=O)cc1C	-1	0.3	8	114	0	23	-3	-2	-2	1
COc1ccc(CN2CCNC(=O)C2CC(=O)NC2CCCCCC2)cc1C (configuration not stated)	-4	-4.2	6	104	2	29	-2	21	-10	-1
COc1c(Cl)cc(C(=O)Nc2cccnc2)cc1Cl	1	x	x	107	-1	x	x	x	11	0
O=Cc1c[nH]c2ccc(NC(=O)OCc3ccccc3)cc12	3	-0.8	-18	121	0	-2	4	4	-9	-3

An excerpt of these results, comma-delimited:
smiles,V-ATPase pH,MOR-DOR ag,HTR5A inv ctr,DSG3 Ab inh,DAGLB inhibitor,Arrestin-AP2 inh,HTR5A ag ctr,OPRM1-OPRD1 inv,PKA-R1A activ,PKA-R2B activ
COc1ccc(CN2CCNC(=O)C2CC(=O)NC2CCCCCC2)cc1C (configuration not stated),-4,-4.2,6,104,2,29,-2,21,-10,-1
COc1c(Cl)cc(C(=O)Nc2cccnc2)cc1Cl,1,x,x,107,-1,x,x,x,11,0

Next structures
SMILES	V-ATPase pH	MOR-DOR ag	HTR5A inv ctr	DSG3 Ab inh	DAGLB inhibitor	Arrestin-AP2 inh	HTR5A ag ctr	OPRM1-OPRD1 inv	PKA-R1A activ	PKA-R2B activ
COc1cc(Br)cc(CN2CCN(C/C=C/c3ccccc3)CC2)c1O	1	6.7	7	111	-3	0	6	-37	6	1
O=C(COc1ccc(Cl)cc1)NCC(=O)N1CCC2(CC1)NCCc1[nH]cnc12	2	-0.5	21	x	2	-13	-1	3	-7	-1
O=C(NC1CCS(=O)(=O)C1)OC1CCCCC1 (configuration not stated)	-1	-1.9	-19	97	3	3	5	11	-9	-4
COc1ccc(NCc2ccccc2[N+](=O)[O-])cc1OC	-1	1.1	-22	123	-1	0	8	-6	6	-6
COc1ccnc2c1c(=O)n(Cc1cccc(Cl)c1)c(=O)n2C	-2	0.8	-4	106	1	0	-1	-4	-2	-12
CC(=O)N1c2ccc(S(=O)(=O)N3CCCC3)cc2CC1C(=O)NCc1ccccc1F (configuration not stated)	2	-4.2	1	102	-1	-10	-3	21	6	3
CC(=O)NC(c1cc(F)c2cccnc2c1O)C1CC1 (configuration not stated)	3	-2.6	14	104	1	2	0	14	-1	-4
Cn1nc(-c2ccccc2)c(CO)c1Oc1cccc(C(F)(F)F)c1	-1	2.5	-9	102	-2	-11	4	-14	0	0
O=C(NC1CCCC1)C(c1ccncc1)N(C(=O)c1csnn1)c1ccc(F)c(Cl)c1 (configuration not stated)	5	0.6	-7	119	3	-10	2	-5	11	-9
O=C(COC(=O)C1CCN(S(=O)(=O)c2cccs2)CC1)NCc1ccc(F)cc1	-4	-0.6	-28	104	1	14	10	3	6	10
CCCCCC(=O)Nc1ccc(C2C(=O)c3ccccc3C2=O)cc1	6	-3.9	12	116	0	7	-3	17	2	-5
O=C(c1ccc(CN2CCOCC2)cc1)N1CCN(c2ccccc2)CC1	1	-1.1	0	128	-4	29	0	5	4	-7
CC(Oc1ccc2c(c1)oc(=O)c1ccccc12)C(=O)NCCN1CCOCC1 (configuration not stated)	3	-1.5	19	90	1	8	2	8	-10	0
O=C(CSCC(=O)NCc1ccco1)NCc1ccco1	-1	0.4	25	81	1	23	-10	-3	-4	-3
COc1cc2nc(CSc3ncn[nH]3)[nH]c(=O)c2cc1OC	-2	-2.3	-6	94	-1	-3	-2	12	-5	-6

With a hit mark in DSG3 Ab inh, among the entries above:
| SMILES | V-ATPase pH | MOR-DOR ag | DSG3 Ab inh | DAGLB inhibitor | Arrestin-AP2 inh | OPRM1-OPRD1 inv | PKA-R1A activ | PKA-R2B activ |
| --- | --- | --- | --- | --- | --- | --- | --- | --- |
| CC12CCC3c4ccc(O)cc4CCC3C1CC(O)C2O (configuration not stated) | 2 | 1.1 | 46* | -1 | -6 | -6 | 10 | 12 |

Next compounds follow:
SMILES	V-ATPase pH	MOR-DOR ag	HTR5A inv ctr	DSG3 Ab inh	DAGLB inhibitor	Arrestin-AP2 inh	HTR5A ag ctr	OPRM1-OPRD1 inv	PKA-R1A activ	PKA-R2B activ
c1ccc(Cn2ccnc2C2OCCO2)cc1	0	x	x	102	-5	x	x	x	8	-7
CCOC(=O)c1cccc(NC(=O)C2(S(=O)(=O)c3ccc(C)cc3)CC2)c1	2	-2.8	-3	92	-8	10	1	17	-1	-7
N#CCCN(C(=O)COC(=O)C12CC3CC(CC(O)(C3)C1)C2)c1ccc(F)cc1	0	-1.9	5	x	2	-2	-2	8	2	6
CCOC(=O)c1cc(-c2csc(COc3ccccc3)n2)on1	-2	-1.2	-16	x	-22	8	6	6	-4	-4
COc1cccc(NC(=O)C2CCN(C(=O)NC3CCCCC3)CC2)c1	4	-0.7	8	96	2	15	-3	4	0	13
CC(C)(C)c1cc(C(=O)NNc2ccc(OC(F)(F)F)cc2)n(Cc2ccccc2)n1	4	-0.9	0	x	-7	34	-1	4	-1	-4
O=C(Cc1ccc(F)cc1)NCCS(=O)(=O)N1CCN(c2cccc(Cl)c2)CC1	-4	0.5	26	112	0	2	4	-3	-5	-16
COc1ccc(OC)c(NC(=O)Cn2cc(C#N)c3cc(Br)ccc32)c1	2	2.9	4	100	-4	-4	8	-15	3	3
COC(=O)c1ccccc1NC(=S)NC(=O)COc1ccccc1	-1	-2.3	-1	86	-8	2	0	12	-14	-5
